HCMV antiviral: qHTS Assay for inhibitors of the human cytomegalovirus (HCMV); 410,000 tested, 4.5% active; AID 1259415, 2018; HFF cells, HCMV-luciferase reporter, 72 h; active compounds read low; activity change, negative = inhibition, % at 57.5 µM; in the data active = activity change below about -60%; inconclusive = no clear call, values can overlap the other calls; inactive = above about -39%
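HFF cells seeded 16 h at 37C, treated with compounds, infected with luciferase-reporter HCMV at MOI 1 PFU/cell; luciferase read at 72 h post infection, normalized to buffer-only and Salinomycin controls.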
FBPA Giardia inh: qHTS Assay for Inhibitors of Fructose-1,6-bisphosphate Aldolase from Giardia Lamblia; A8B2U2; purified Giardia FBPA; Potency, µM (doses to about 59.6 µM), inactives show at the highest dose activity, negative = inhibition, usual class: inhibitors; 290,000 tested, 0.71% active; also: potency is read from the fitted curve at half-maximal effect; nearly all actives have a fitted effect of over 55% in size
Target sequence (A8B2U2 whole entry, looked up): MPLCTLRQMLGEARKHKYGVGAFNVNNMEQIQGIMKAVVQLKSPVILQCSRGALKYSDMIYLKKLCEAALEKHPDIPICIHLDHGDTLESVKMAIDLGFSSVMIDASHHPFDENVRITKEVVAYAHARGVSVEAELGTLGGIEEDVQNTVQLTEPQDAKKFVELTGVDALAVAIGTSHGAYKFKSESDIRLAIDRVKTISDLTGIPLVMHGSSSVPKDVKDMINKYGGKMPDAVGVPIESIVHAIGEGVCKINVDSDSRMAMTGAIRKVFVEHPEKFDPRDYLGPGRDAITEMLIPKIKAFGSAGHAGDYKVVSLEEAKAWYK
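Giardia FBPA (40 nM reagent) was preincubated 10 min at RT with compound (up to 57.5 uM final), then substrate plus GAPDH/TPI/NAD/arsenate coupling system with diaphorase/resazurin was added; resorufin fluorescence (525/598 nm) was read after 20 min.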
AmpC no deterg: qHTS Inhibitors of AmpC Beta-Lactamase (assay without detergent). AmpC nitrocefin hydrolysis, absorbance 480 nm, 0.0001% Triton. Potency, µM (series often up to 57.1 µM), inactives show at the top dose activity change, negative = inhibition, usual class: inhibitors. AID 485341, 2010. 330,000 tested, 0.52% active. P00811;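 also: potency is read from the fitted curve at half-maximal effect; plate controls were no compound for no effect and no enzyme for full effect; nearly all actives have a fitted effect of over 20% in size; some results filed as inactive show a strong effect at the top dose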
Target sequence (P00811 whole entry, looked up): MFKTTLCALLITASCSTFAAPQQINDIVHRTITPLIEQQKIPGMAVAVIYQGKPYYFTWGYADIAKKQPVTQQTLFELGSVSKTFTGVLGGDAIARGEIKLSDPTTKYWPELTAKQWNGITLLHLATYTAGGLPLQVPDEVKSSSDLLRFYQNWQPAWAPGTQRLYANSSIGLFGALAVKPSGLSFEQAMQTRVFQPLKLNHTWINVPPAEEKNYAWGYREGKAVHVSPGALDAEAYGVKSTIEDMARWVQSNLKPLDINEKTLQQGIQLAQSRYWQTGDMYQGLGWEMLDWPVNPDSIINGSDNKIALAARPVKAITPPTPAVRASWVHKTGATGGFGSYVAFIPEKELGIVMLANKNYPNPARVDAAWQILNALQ
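AmpC (5.3 nM in the dispensed reagent) in 20 mM phosphate pH 7.0 with 0.01% (detergent screen) or 0.0001% Triton X-100 was preincubated with compounds for 15 min at room temperature. Nitrocefin was then added from an 800 uM solution, and hydrolysis was followed at 480 nm.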
HCV inhibitor: qHTS Assay for Inhibitors of Hepatitis C Virus (HCV); Huh7.5.1 HCVcc-Cre infection, luciferase reporter, 44 h; Potency, µM (series often up to 41.8 µM), for the others: at the top dose activity change, negative = inhibition, actives largely listed as inhibitors; 340,000 tested, 3.4% active; AID 651820, 2012; also: potency is read from the fitted curve at half-maximal effect
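Cells (1,000/well) were plated 4 h before compound, then infected with HCVcc-Cre virus (~0.5 moi). After 44 h further culture, infection was read as luciferase luminescence following a 15 min substrate incubation at room temperature.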
AmpC inh detg: qHTS Inhibitors of AmpC Beta-Lactamase (assay with detergent); P00811; AmpC hydrolysis of nitrocefin, absorbance 480 nm, 0.01% Triton; Potency, µM (titrated, usually from 114 µM), inactives show at the top dose activity change, negative = inhibition, actives largely listed as inhibitors; 370,000 tested, 0.041% active; AID 485294, 2010;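 also: potency is read from the fitted curve at half-maximal effect; 0% = no-compound wells and -100% = no-enzyme wells; nearly all actives have a fitted effect of over 25% in size; some results filed as inactive show a strong effect at the top dose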
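AmpC (5.3 nM in the dispensed reagent) in 20 mM phosphate pH 7.0 with 0.01% (detergent screen) or 0.0001% Triton X-100 was preincubated with compounds for 15 min at room temperature. Nitrocefin was then added from an 800 uM solution, and hydrolysis was followed at 480 nm.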
Sm TGR block: qHTS Assay for the Inhibitors of Schistosoma Mansoni Peroxiredoxins. Potency, µM (doses to about 114 µM), inactives show top-dose activity change, negative = inhibition, hits mostly inhibitors. 360,000 tested, 3% active. purified TGR, DTNB reduction, TNB absorbance 405 nm. Schistosoma mansoni thioredoxin glutathione reductase (TGR), Q962Y6; also: potency is read from the fitted curve at half-maximal effect; nearly all actives have a fitted effect of over 60% in size
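Kinetic colorimetric format: TGR-catalysed, NADPH-driven DTNB reduction monitored via TNB absorbance. Enzyme dispensed at 20 nM; compound exposure 15 min at room temperature before reaction start.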
An asterisk follows results filed as active; u = inconclusive; x = not tested or not shown; & = joins results of further samples; [ ] = remark or other dose. Unless noted, calls follow the shape of the dose curve; as a rule, active = well fitted curve in the direction sought with a large enough effect; inconclusive = small, poorly fitted or top-dose-only effect, or another doubt; inactive = no such curve, though single readings can be large; an effect the other way counts as inactive or inconclusive. Unless noted, % is scaled to controls: 0 for no effect and ±100 for the full control effect.

The line under a structure holds: HCMV antiviral, FBPA Giardia inh, AmpC no deterg, HCV inhibitor, AmpC inh detg, Sm TGR block
O=C(Nn1cnnc1)c1ccccc1F
    -7, -4%, -10%, 11%, u, -21%
C=C(C)CSc1nc2c(c(=O)[nH]c(=O)n2C)n1CCC(C)C
    10, 0%, 1%, -19%, u, -16%
COCc1nnc(NC(=O)CSc2ccccc2)s1
    61, u, -5%, 10%, -11%, -1%
CCCc1cc(=O)oc2c3c(cc(OCC(=O)N[C@@H](CSC)C(=O)O)c12)OC(C)(C)CC3
    x, -12%, -15%, 38%[activator], -5%, 3%
CC(C)NS(=O)(=O)c1ccc(OCC(=O)Nc2ccccc2F)cc1
    2, 1%, -37%, 8%, u, -12%
CC(C(=O)Nc1nccs1)c1ccc([N+](=O)[O-])cc1 (configuration not stated)
    34, -6%, -35%, 1%, 1%, -20%
Cc1ccc(NS(=O)(=O)c2ccc3c(c2)oc(=O)n3C)c(C)c1
    u, -5%, -11%, 4%, -8%, 12%
CCC[C@H]1COCCS(=O)(=O)N1Cc1ccc(Br)cc1
    x, 2%, 47%, x, -20%, 4%
O=C(NCc1ccc(F)cc1)Nc1ccc(Cl)cc1
    u, -7%, -9%, 10%, -9%, x
O=c1cc(C(F)(F)F)oc2c1ccc1ccccc12
    20, 4%, -6%, 5%, u, 0%
CCCOc1ccc(-c2nnn(CC(=O)Nc3cccc(C(=O)OC)c3)n2)cc1
    -39, 4%, -25%, 5%, -16%, 15%[11.4 µM]
COc1ccc(NC(=S)Nc2ccccc2)cc1
    u, -27%&0%, -18%&-12%, 2%&4%, -7%&-3%, -34%&-15%
COCCNC(=S)NNC(=O)c1cc(C2CC2)nc2ccccc12
    14, -3%, -22%, -2%, -1%, -23%
COc1ccc(N2C(=O)c3ccccc3NC2c2ccc(OC)c(CSc3ccccn3)c2)cc1 (configuration not stated)
    62, 1%, -56%, -14%, u, 2%
CC1(C)Cc2cccc(C(=O)Nc3ccncc3)c2O1
    -40, 9%, -6%, u, 3%, 4%
CSCCC(C(=O)NC1=NCCS1)N1C(=O)c2ccccc2C1=O (configuration not stated)
    -17, 0%, 0%, 14%, -11%, 0%
COc1ccc(C(=O)CSc2nnc(CN3CCCCC3)n2-c2ccc(Cl)cc2)cc1OC
    -22, -5%, 238%[activator], u, u, -10%
CCn1c(C)nc2cc(C(=O)N/N=C/c3ccc(N4CCOCC4)cc3)ccc21
    u, 0%, -2%, -25%, -1%, -28%
Cc1c(NC(=O)c2cc(-c3ccc(Cl)s3)nc3ccccc23)c(=O)n(-c2ccccc2)n1C
    41, -1%, -19%, 4%, -9%, -1%
COc1cc(OC)c(OC)cc1/C=C1/C(=O)NC(=O)N(Cc2ccccc2)C1=O
    -16, -10%, -26%, 6%, 4%, u
O=C(O)CCC(=O)Nc1ccc(N2CCCCCC2)cc1
    10, u, -11%, -16%, -1%, -24%
COc1ccc(NS(=O)(=O)c2cc(NC(=O)c3nc4nc(C)cc(C)n4n3)ccc2C)cc1
    -4, 11%, 36%, 1%, -1%, -7%
CCN(CC)c1ccc(/C=C(\C#N)C(=O)NCc2ccccc2)cc1
    x, -1%, -31%, 25µM*, -8%, -9%
CCn1cc(S(=O)(=O)NC(C)c2cc(OC)ccc2OC)cn1 (configuration not stated)
    -31, x, -8%, 1%, 10%, 1%
COc1cccc(NC(=S)NC(=O)c2cccnc2)c1
    7, 3.5µM*, -26%, 8%, -13%, 11µM*
CC(C)[C@H](NC(=O)OCc1ccccc1)C(=O)NC(C=O)Cc1ccccc1 (some centres not stated)
    x, x, 1%, 3%, u, -15%
CC(=O)Nc1ccc(S(=O)(=O)NNC(=O)C2CCCCC2)cc1
    -4, x, -15%, 11%, -10%, -2%
CCOC(=O)N1CCN(c2ccc(C(=O)c3cccc(F)c3)cc2)CC1
    x, -2%, 57%, u, -2%, -1%
Cc1ccc2c(=O)cc(C(=O)Nc3nnc(CC(C)C)s3)oc2c1C
    9, x, x, x, 15%, 11%
COc1cccc(/C=N/n2c(COc3ccccc3)n[nH]c2=S)c1
    27, 19%, -17%, 11%, 0%, -1%

Reformatted: 2 of the compounds above
> CC(C(=O)Nc1nccs1)c1ccc([N+](=O)[O-])cc1 (configuration not stated)
  HCMV antiviral: 34
  FBPA Giardia inh: -6%
  AmpC no deterg: -35%
  HCV inhibitor: 1%
  AmpC inh detg: 1%
  Sm TGR block: -20%
> Cc1ccc(NS(=O)(=O)c2ccc3c(c2)oc(=O)n3C)c(C)c1
  HCMV antiviral: u
  FBPA Giardia inh: -5%
  AmpC no deterg: -11%
  HCV inhibitor: 4%
  AmpC inh detg: -8%
  Sm TGR block: 12%

Later entries:
The line under a structure holds: HCMV antiviral, FBPA Giardia inh, AmpC no deterg, HCV inhibitor, AmpC inh detg, Sm TGR block
NS(=O)(=O)c1ccc(NC(=O)COC(=O)c2ccc(S(=O)(=O)N3CCOCC3)cc2)cc1
    -5, x, -54%, 16%, x, x
Cc1cc(NC(=O)CCN2C(=O)/C(=C/c3ccccc3F)SC2=S)no1
    -22, 2%, -19%, x, 4%, -7%
Nc1nc(N2CCCCC2)nc(N(c2ccccc2)c2ccccc2)n1
    -24, 0%, 0.63µM*, 3%, u, -12%
Cc1ccc(Cn2c(=O)c3c(nc4n3CCN4Cc3ccco3)n(C)c2=O)cc1
    -17, 1%, -11%, u, -5%, -9%
CC(C)(C)NCc1cc(Br)ccc1OC1CCCC1
    62, 5%, -11%, -5%, u, x
COC(=O)c1ccc(NC(=O)CC2C(=O)N(c3ccc(F)cc3)C(=O)N2Cc2ccc(OC)cc2)cc1 (configuration not stated)
    -32, x, x, x, 12%, 12%
Clc1ccc(SCCOCCN2CCCCC2)cc1
    -25, -21%, 35%, -30%, 7%, 3%
CC(Sc1cccc2cccc(C(=O)O)c12)C(=O)O (configuration not stated)
    24, -21%, 2%, 4%, -9%, -7%
CC(=O)N1N=C2C3CCN(CC3)C2C1c1ccc(C)cc1 (configuration not stated)
    -3, -3%, -6%, 13%, 3%, 0%
CSc1ccc(Cl)c(C(=O)N2CCOc3ccccc32)c1
    -20, -2%, -28%, -3%, 2%, 6%
CCOC(=O)c1cccc(NC(=O)c2ccc(NC(=O)c3ccco3)cc2)c1
    -64*, x, -9%, u, -2%, -8%
COc1ccccc1NC(=O)C(C)OC(=O)CCNS(=O)(=O)c1ccc(C)c(C)c1 (configuration not stated)
    -7, x, 14%, -8%, u, 1%
COc1ccc(N(CC(O)CN2C(=O)NC(C)(C)C2=O)S(=O)(=O)c2ccc(C)cc2)cc1 (configuration not stated)
    10, 8%, 51%, 8%, 2%, 3%
C=CCSc1nc2c(cnn2-c2ccccc2)c(=O)n1N
    -22, -5%, -23%, -4%, 4%, -4%
COc1cccc(-c2nc(Oc3cccc(C)c3C)c3ccccc3n2)c1O
    80, 5%, -21%, 14%, -11%, -2%
CCc1cc2c(=O)c(-c3nc(C)cs3)coc2cc1OC(C)C(=O)NCCO (configuration not stated)
    28, -12%, -9%, 3%, -1%, 11%
Cc1noc(C)c1S(=O)(=O)N(C)CC(=O)NCc1ccccc1
    -2, -7%, -6%, 9%, -5%, 1%
CCOC(=O)C(=O)NC(C)c1ccccc1 (configuration not stated)
    -29, 7%, 5%, 9%, 1%, -7%
CCOC(=O)c1c(C)[nH]c2ccc(O)cc12
    43, 0%, -22%, -17%, u, -13%[11.4 µM]
COc1cc(C(C)=O)ccc1OCC(O)CN1CCN(c2ccc(F)cc2)CC1 (configuration not stated)
    -7, 2%, 26%, u, u, 0%
COc1ccc(/C=C/c2c(-c3ccc(OC)cc3)oc3ccccc23)cc1
    11, -1%, -28%, 6%, -8%, -10%
COC(=O)c1ccc(C(=O)Nc2ccc3c(c2)C(=O)NC3=O)cc1
    -2, 3%, -10%, 4%, 9%, 2%
CSCC[C@@H](Nc1nc(-c2ccccc2)nc2c1oc1ccccc12)C(=O)O
    40, u, -21%, -8%&8%, -16%, -7%
Cn1cccc1C(=O)N1CCN(c2cccc(C(F)(F)F)c2)CC1
    1, 2%, 40%, -1%, -6%, -29%
O=C1c2cccnc2C(=O)N1CNc1ccc(Cl)cc1
    -11, -18%, -19%, -17%, 2%, 1%
COc1ccc(N2C(=O)NC(NC(=O)C(C)(C)C)(C(F)(F)F)C2=O)cc1 (configuration not stated)
    u, 5%, -16%, 9%, -7%, 7%
O=C(NCc1cccnc1)c1cc(S(=O)(=O)N2CCOCC2)c(Cl)cc1Cl
    -26, x, 1%, 11%, 2%, -4%
COc1ccc(NS(=O)(=O)c2c(C(=O)N3CCCCCC3)c(C)n(C)c2C)cc1
    u, -5%, 36%, -14%, 3%, 14%
COc1ccc(Oc2cn[nH]c2-c2ccc(O)cc2O)cc1
    -33, -8%, -43%, -28%, -4%, -16%
Cc1ccc(C(=O)C(C)OC(=O)CN2C(=O)NC3(CCCC3)C2=O)cc1 (configuration not stated)
    10, x, -1%, u, 5%, 0%

Grouped by structure, the entries above containing a COOH group (four)
The line under a structure holds: HCMV antiviral, FBPA Giardia inh, AmpC no deterg, HCV inhibitor, AmpC inh detg, Sm TGR block
CCCc1cc(=O)oc2c3c(cc(OCC(=O)N[C@@H](CSC)C(=O)O)c12)OC(C)(C)CC3
    x, -12%, -15%, 38%[activator], -5%, 3%
O=C(O)CCC(=O)Nc1ccc(N2CCCCCC2)cc1
    10, u, -11%, -16%, -1%, -24%
CC(Sc1cccc2cccc(C(=O)O)c12)C(=O)O (configuration not stated)
    24, -21%, 2%, 4%, -9%, -7%
CSCC[C@@H](Nc1nc(-c2ccccc2)nc2c1oc1ccccc12)C(=O)O
    40, u, -21%, -8%&8%, -16%, -7%

Later entries.
The line under a structure holds: HCMV antiviral, FBPA Giardia inh, AmpC no deterg, HCV inhibitor, AmpC inh detg, Sm TGR block
CCOc1cc(CNCc2ccncc2)cc(Cl)c1OC
    10, -26%, -36%, 16%, -3%, -3%
Cc1c(Br)c([N+](=O)[O-])nn1CC(=O)Nc1nccs1
    -28, -9%, -16%, 3%, 5%, 2%
COc1cc(C(C)=O)ccc1OCC(=O)Nc1ccc(C)c(S(=O)(=O)N2CCCCCC2)c1
    0, x, 53%, 4µM*, 7%, 1%
COC(=O)c1ccc(NC(=O)N2CCC(CN3CCc4ccccc4C3)CC2)cc1
    35, x, x, x, -8%, -11%
Cc1nonc1OCCn1c([N+](=O)[O-])cnc1C
    10, 7%, -11%, 30%, u, x
COc1cccc(Nc2nc3ccccc3nc2NS(=O)(=O)c2cccs2)c1
    -27, 10%, -43%, -8%, -3%, 7%
Cc1ccccc1NCc1ccccc1O
    -20, u, -16%, 24%, -3%, -3%
CCOC(=O)c1sc(N(Cc2ccccc2)C(=O)CSc2ncn[nH]2)nc1C
    53, -14%, 0%, u, -2%, 7%
COc1ccc(NC(=O)N(C)C[C@H]2Oc3ccc(NC(=O)C4CC4)cc3CC(=O)N([C@@H](C)CO)C[C@@H]2C)cc1
    -13, x, -10%, 3%, x, x
Cc1cccc(N2CCN(C(=O)NC3CCCCC3)CC2)c1C
    3, 2%, 3%, u, -2%, 6%
